Assay outcomes from PubChem BioAssay.
Calpain2 inh = inhibitors of pig calpain II; purified calpain II, fluorogenic peptide substrate, 30 min; inhibition, % at 16 µM; 220,000 tested, 0.37% active;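 active = inhibition above about 50%, limit read from the data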
RBBP9 inh = blocks human serine hydrolase RBBP9; O75884; recombinant RBBP9, FP-Rh probe fluorescence polarization; inhibition, % at 7.94 µM; 220,000 tested, 0.2% active; AID 1515;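 active = inhibition above the campaign mean of all tested compounds plus 3 SD, cut at about 14% in these data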;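 also: plate controls were DMSO wells with RBBP9 for no effect and wells lacking RBBP9 protein for full effect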
Target sequence (O75884 whole entry, looked up): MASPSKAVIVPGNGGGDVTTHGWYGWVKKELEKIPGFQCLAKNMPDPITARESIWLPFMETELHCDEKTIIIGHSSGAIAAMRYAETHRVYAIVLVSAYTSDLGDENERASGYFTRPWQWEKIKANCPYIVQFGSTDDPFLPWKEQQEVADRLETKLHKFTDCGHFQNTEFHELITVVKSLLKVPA
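System: RBBP9 protein / Buffer or medium: Tris/NaCl buffer pH 8.0 with 0.1% Pluronic / Probe or stimulus: Serine-hydrolase probe FP-Rh, 375 nM pre-mixing / Dosing: 7.94 µM single dose, 0.794% DMSO / Times: enzyme-compound preincubation 30 min, then probe labeling 45 min, 25 °C / Technique: fluorescence polarization (mP), excitation 525 nm, emission 598 nm / Replication: singlicate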
Runt-CBFb FRET = inhibitors of human RUNX1 Runt domain binding to CBFb; inhibition, % at 20 µM; Cerulean-Runt/Venus-CBFb FRET ratio 530/480, 1 h; AID 1496; Q01196+Q13951; 220,000 tested, 0.46% active;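 active = inhibition over about 50% at 20 µM in the single-dose screen, limit read from the data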;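 also: 0% = DMSO wells and 100% = excess unlabeled CBFb competitor control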
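Doses: 20 µM compound in 1% DMSO | Material: Cerulean-labeled Runt domain protein | Amount: Each fluorescent fusion protein 100 nM | Schedule: Two 1 h room-temperature incubations shielded from light | Measured by: FRET fluorescence | Evaluation: Loss of energy transfer signal | Controls: Unlabeled CBFb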
EBV gp42 inh = blocks Epstein-Barr virus glycoprotein 42 binding. Q1HVG2. Fluorescence polarization binding assay, mP read-out. inhibition, % (tested at 21.74 µM). 220,000 tested, 0.42% active. AID 1085; in the data active = inhibition above about 50%
Target sequence (Q1HVG2 whole entry, looked up): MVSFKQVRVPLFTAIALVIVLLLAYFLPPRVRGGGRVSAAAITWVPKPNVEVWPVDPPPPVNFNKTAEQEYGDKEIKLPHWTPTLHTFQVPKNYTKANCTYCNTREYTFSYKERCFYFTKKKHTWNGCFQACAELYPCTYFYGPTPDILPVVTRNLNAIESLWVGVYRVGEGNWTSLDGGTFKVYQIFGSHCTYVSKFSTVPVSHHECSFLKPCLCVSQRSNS
Tb hexokinase = T. brucei hexokinase 1 inhibition | recombinant TbHK1, G6PDH-coupled NADH A340 | inhibition, % at 10 µM | 220,000 tested, 0.11% active | AID 1430;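 active = inhibition of 50% or more in the single-dose primary screen; inactive = inhibition below 50%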
NCF1 inh = blocks human p47phox regulatory protein of NADPH oxidases. P14598. p47phox/p22phox peptide binding, fluorescence polarization, 2 h. 220,000 tested, 0.53% active. inhibition, % at 24.7 µM;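 active = inhibition above about 30%, limit read from the data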;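 also: 0% = p47phox with labelled peptide and 100% = labelled peptide alone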
Target sequence (P14598 whole entry, looked up): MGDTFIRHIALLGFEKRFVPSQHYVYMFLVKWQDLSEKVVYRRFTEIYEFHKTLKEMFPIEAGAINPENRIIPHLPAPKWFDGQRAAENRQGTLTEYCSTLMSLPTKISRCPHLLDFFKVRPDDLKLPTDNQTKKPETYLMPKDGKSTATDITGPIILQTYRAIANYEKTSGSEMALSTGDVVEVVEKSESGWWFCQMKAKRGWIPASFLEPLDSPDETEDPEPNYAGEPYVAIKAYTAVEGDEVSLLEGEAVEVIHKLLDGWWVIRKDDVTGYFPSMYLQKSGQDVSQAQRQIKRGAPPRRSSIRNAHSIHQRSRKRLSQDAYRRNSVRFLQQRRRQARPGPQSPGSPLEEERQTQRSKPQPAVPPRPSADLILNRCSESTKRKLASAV
Furin inhibitor = human furin inhibition; P09958; purified furin, fluorogenic substrate cleavage; inhibition, % at 30 µM; 220,000 tested, 0.061% active; AID 463115; in the data active = inhibition above about 25%; also: inactives centre near -15
p97 inhibitor = inhibitors of human p97 ATPase | inhibition, % at 8 µM | recombinant p97 ATPase, Kinase-Glo ATP luminescence, 3 h | 220,000 tested, 0.42% active | P55072; in the data active = inhibition above about 15%;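 also: 0% = DMSO vehicle and 100% = wells lacking enzyme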
Runt-SMMHC FRET = blocks binding of human RUNX1 Runt domain to CBFb-SMMHC; Q01196+Q13951; inhibition, % at 20 µM; Cerulean-Runt/Venus-CBFb-SMMHC FRET ratio 530/480, 1 h; 220,000 tested, 0.74% active;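 active = mean inhibition across duplicate retests at 20 µM reaching about 50%, limit read from the data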;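 also: 0% = DMSO wells and 100% = wells with excess untagged CBFb-SMMHC; inhibitors lower the FRET ratio by blocking Runt binding to CBFb-SMMHC; some results filed as inactive read as strong as hits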
The depositor's hits bear a star; i = inactive; x = no result given; [ ] = remark or other dose.

SMILES | Calpain2 inh | RBBP9 inh | Runt-CBFb FRET | EBV gp42 inh | Tb hexokinase | NCF1 inh | Furin inhibitor | p97 inhibitor | Runt-SMMHC FRET
COc1ccc(C2=C(O)C(C)N(c3ccccc3)C2=N)cc1OC (stereo not given) | -23 | -4 | -1 | -20 | 3 | -13 | -22 | 4 | -5
COc1ccc(CN(C(=S)Nc2ccccc2)C2CC(=O)N(c3ccc(F)cc3)C2=O)cc1 (stereo not given) | 14 | -9 | 1 | -6 | 0 | -1 | -18 | -1 | 0
COc1ccc(/C(C)=N/NC(=O)CNC(=O)/C=C\c2ccco2)cc1 | -157 | -2 | 0 | 2 | 3 | -6 | -34 | 5 | -2
CCCc1nc2ccccc2c(=O)n1NC(=O)c1c(O)c2ccccc2[nH]c1=O | 1 | -5 | 2 | -9 | -4 | 9 | -16 | -1 | -2
O=C(NCCCN1CCc2ccccc2C1)Nc1ccc(Cl)cc1 | 4 | -2 | 1 | -17 | 8 | -14 | -15[20 µM] | -1 | 4
COC(=O)C1=NN(c2ccc(Cl)cc2)C2C(=O)N(c3ccccc3OC)C(=O)C12 (stereo not given) | -136 | -2 | -13 | 6 | -9 | -7 | -6 | -6 | -13
COc1cc(C(c2sc3nc(C)nn3c2O)N2CCc3ccccc3C2)cc(OC)c1OC (stereo not given) | -14 | -2 | 0 | -2 | -5 | -1 | -40 | 1 | -1
Cc1[nH]c2ccccc2c1C(=O)COC(=O)Cn1cnc2ccccc21 | -3 | 4 | 1 | -9 | -6 | -4 | -24 | 3 | 2
CN(C)c1cc(-c2ccc([N+](=O)[O-])cc2)oc(=O)c1Cl | -5 | -7 | 1 | -16 | -10 | -9 | -7 | 0 | -29
COc1cccc(N/C=C(\C#N)c2ccc(OCCCF)cc2)c1 | 35 | -9 | -1 | 6 | 6 | -4 | -15[20 µM] | 0 | -1
COc1ccc(Cc2nc(-c3ccc(-n4cccc4)cc3)no2)cc1 | -48 | -14 | -3 | -12 | -1 | -2 | -2 | -8 | -5
CCOC(=O)C1CCCN(c2ncnc3c2cnn3-c2ccc(OC)cc2)C1 (stereo not given) | -7 | -4 | -1 | -11 | 5 | -5 | -12 | -5 | -10
CCCCC(=O)Nc1cccc(NC(=S)NC(=O)Cc2ccccc2)c1 | 5 | -4 | 1 | -1 | 29 | -2 | 3 | -8 | 3
Cc1cc(C)c(NC(=O)c2cc3c(nc4sccn43)s2)c(C)c1 | 6 | -3 | 0 | -10 | -17 | -4 | -15 | 7 | -4
CCn1c(=O)n(-c2ccc(Cl)cc2)c(=O)c2c3c(sc21)COC(C)(C)C3 | 19 | 2 | -2 | -9 | 0 | 7 | -18[20 µM] | 7 | -3
CCN(CC)S(=O)(=O)c1cc(NC(=O)c2cc(-c3ccccn3)nc3ccccc23)ccc1C | -40 | -9 | -5 | 9 | -15 | -3 | -10 | 0 | -10
CC1(C)C[C@@H]2C[C@@](C)(CN2C(=O)c2ccccc2)C1 | 14 | -11 | -1 | -5 | -11 | -2 | -10 | 1 | 1
CC(C)c1nnc(NC(=O)c2ccc3c(c2)OCO3)s1 | -1 | 0 | -1 | 1 | -7 | 3 | -14 | 2 | 1
O=C(NCC(=O)N1CCN(S(=O)(=O)/C=C/c2ccccc2)CC1)c1ccccc1F | 30 | -6 | 0 | 8 | 4 | -8 | -4 | -3 | -1
Cc1cc(C(=O)NC(=S)Nc2cccc(NC(=O)C(C)C)c2)ccc1[N+](=O)[O-] | -4 | -3 | 5 | -4 | 1 | -3 | -22 | 8 | 2
CC(C)(CO)NC(=O)CC1C(=O)NCCN1CC(c1ccccc1)c1ccccc1 (stereo not given) | -31 | 4 | -2 | 16 | 0 | 5 | -19 | 3 | -3
O=C(CN1CCOCC1)N/N=C/c1ccc(-c2cccc(Cl)c2Cl)o1 | -12 | -7 | -17 | -12 | -89 | -11 | 16 | -8 | 1
COC(=O)c1c(N)sc2c1CC(C)(C)OC2 | -29 | -9 | 2 | -1 | -4 | -3 | -22 | -2 | -2
O=C1CCC([N+](=O)[O-])C(c2cccc3ccccc23)N1 (stereo not given) | -9 | -1 | 0 | -17 | 3 | -13 | -25 | 3 | -5
Cc1ccc(NC(=O)CN(C)C(=O)CSc2ncc(C(F)(F)F)cc2Cl)cc1 | 9 | -5 | -7 | -9 | 25 | -25 | -10 | -3 | -3

Rewritten with two lines to a compound: 4 of the compounds above.
Results follow in this order: Calpain2 inh | RBBP9 inh | Runt-CBFb FRET | EBV gp42 inh | Tb hexokinase | NCF1 inh | Furin inhibitor | p97 inhibitor | Runt-SMMHC FRET
COC(=O)c1c(N)sc2c1CC(C)(C)OC2
    -29 | -9 | 2 | -1 | -4 | -3 | -22 | -2 | -2
COc1ccc(/C(C)=N/NC(=O)CNC(=O)/C=C\c2ccco2)cc1
    -157 | -2 | 0 | 2 | 3 | -6 | -34 | 5 | -2
COc1cc(C(c2sc3nc(C)nn3c2O)N2CCc3ccccc3C2)cc(OC)c1OC (stereo not given)
    -14 | -2 | 0 | -2 | -5 | -1 | -40 | 1 | -1
Cc1[nH]c2ccccc2c1C(=O)COC(=O)Cn1cnc2ccccc21
    -3 | 4 | 1 | -9 | -6 | -4 | -24 | 3 | 2

(next part)
SMILES | Calpain2 inh | RBBP9 inh | Runt-CBFb FRET | EBV gp42 inh | Tb hexokinase | NCF1 inh | Furin inhibitor | p97 inhibitor | Runt-SMMHC FRET
c1ccc(Nc2nc3ccccc3n3cnnc23)cc1 | -31 | 1 | -4 | 5 | -11 | -16 | -19 | 5 | 1
COc1ccc(C(C[N+](=O)[O-])c2c(C)[nH]c3ccccc23)cc1OC (stereo not given) | -10 | -9 | -4 | -28 | -1 | -12 | -17 | 5 | -3
COc1ccc(Br)cc1C1CC(=O)N2CN(Cc3ccccc3)CSC2=C1C#N (stereo not given) | 21 | -7 | 10 | 2 | -17 | 6 | -10 | -4 | 18
COC(=O)c1[nH]c2ccccc2c1NC(=O)C(C)N1CCOCC1 (stereo not given) | -4 | -5 | -1 | -10 | -10 | -18 | -14 | 3 | -1
CCN(CC)C(=O)c1sc(N)c(C(=O)OC(C)C)c1C | -4 | -5 | 0 | -13 | 1 | -14 | -21[20 µM] | -2 | -4
O=C(Nc1ccc(C(=O)OC[C@@H]2CCCN3CCCC[C@H]23)cc1)c1cccc(Br)c1 | 19 | -8 | -2 | 2 | 5 | -25 | -13 | -5 | -1
COc1cc(/C=N/NC(=O)c2nonc2C)ccc1O | -19 | -5 | 1 | -2 | -33 | -16 | -10 | 3 | 2
O=C(O)c1csc(-c2ccc(Cl)cc2)n1 | -4 | -4 | 0 | -17 | 1 | 65* | -28 | 6 | -3
Oc1cccc(C=NCc2ccccc2)c1O | -57 | -8 | 13 | 2 | 14 | -10 | -2 | -5 | 10
Cc1cc(C)cc(NC(=O)c2cc(Cl)sc2Cl)c1 | 1 | -4 | 0 | -19 | 3 | -8 | -18 | 2 | 2
N=c1ncn(Cc2ccccc2)c2nc(SCCOc3ccccc3)[nH]c12 | 17 | -2 | -1 | 2 | -2 | -6 | -10 | 0 | 1
CC1(C)CC(N2CCCC2)=CC(=[N+]2CCCCCC2)C1 | 44 | -4 | -16 | -14 | -37 | -4 | -11 | 0 | 21
COc1ccc(CC/C(=N\O)C2(O)CCCCC2)cc1 | 7 | -4 | -3 | -6 | 74* | -1 | 11 | 4 | 4
Cc1cc2c(cc1C)CN(c1ccccc1)C2 | -27 | -5 | 1 | -22 | -2 | -13 | -24 | -3 | -3
CN1CC=C2C(C#N)=C(N)C(C#N)(C#N)C(CCc3ccccc3)C2C1 (stereo not given) | -173 | 2 | 103* | 29 | -5 | -21 | -30 | 1 | 79*
O=C(Cc1cccc2ccccc12)Nc1ccc(-c2cc3ccccc3oc2=O)cc1 | i | -5 | 0 | -46 | -10 | -34 | -23[20 µM] | 1 | 6
COC(=O)CC1C(=O)NCCN1C(=O)CSc1nc2ccccc2o1 (stereo not given) | 9 | 3 | 1 | -7 | -2 | 0 | -9 | 0 | -1
O=C(Cn1cnc2ccccc21)N/N=C/C(Br)=C/c1ccccc1 | -8 | -6 | 3 | -17 | -6 | -9 | -15 | 2 | -1
Cc1ccc(C2=NNC(=O)C(P(=O)(c3ccccc3)c3ccccc3)C2)cc1 (stereo not given) | -18 | -7 | 0 | -5 | -5 | 5 | -9 | 4 | 2
Cc1ccc(S(=O)(=O)N2CCN(C(=O)N3CCOCC3)C2c2ccc(N(C)C)cc2)cc1 (stereo not given) | 3 | -3 | 1 | 2 | -34 | -2 | -5[20 µM] | 1 | -2
O=C(C1CCCN(Cc2cccs2)C1)N1CCCCCC1 (stereo not given) | 3 | 4 | -1 | -12 | 3 | 1 | -25 | 5 | 5
Brc1cnc(N2CCOCC2)nc1N1CCCCC1 | -15 | -4 | -2 | -4 | -3 | 4 | -20[20 µM] | -5 | 0
Cc1nn(-c2ccccc2)c(N)c1C(c1ccccc1)c1c(C)nn(-c2ccccc2)c1N | -12 | -5 | 0 | -2 | 0 | -8 | -20 | 0 | 2
CC(C)NC(=O)C12CC3CC(C1)CC(C(=O)NC(C)C)(C3)C2 | 4 | -9 | 2 | -4 | 6 | 2 | 2 | -5 | 3
COCCNC(=O)CN1C(=O)CSc2cc(S(=O)(=O)N3CCCCCC3)ccc21 | x | -6 | x | x | -1 | x | -23 | 0 | x

Just Calpain2 inh and Runt-CBFb FRET, for 2 of the compounds above:
molecule | Calpain2 inh | Runt-CBFb FRET
COC(=O)C1=NN(c2ccc(Cl)cc2)C2C(=O)N(c3ccccc3OC)C(=O)C12 (stereo not given) | -136 | -13
O=C(C1CCCN(Cc2cccs2)C1)N1CCCCCC1 (stereo not given) | 3 | -1

Additional results.
SMILES | Calpain2 inh | RBBP9 inh | Runt-CBFb FRET | EBV gp42 inh | Tb hexokinase | NCF1 inh | Furin inhibitor | p97 inhibitor | Runt-SMMHC FRET
O=C(CNC(=S)N(Cc1ccc(F)cc1)C1CCCCC1)NCCN1CCOCC1 | -13 | -2 | -1 | -11 | 0 | 0 | -29 | 1 | 0
CCN1CCc2c(OCc3ccc(C(=O)OC)o3)cccc2C1=O | -21 | -6 | -2 | 0 | -1 | -14 | -5 | -1 | 2
Cc1cc(C)n(CCNC(=O)CC2C(=O)NCCN2CC2CCCCC2)n1 (stereo not given) | -36 | -12 | x | -1 | -3 | 7 | -28 | 5 | x
COc1ccccc1-c1noc(-c2ccco2)n1 | 4 | -2 | 0 | -17 | -2 | -17 | -13[20 µM] | -2 | 2
COc1ccc(CN=C2NN=C(c3ccccc3)CS2)cc1 | -39 | -5 | 4 | -8 | -3 | 0 | -26 | 0 | 5
O=C(COc1cccc(C(F)(F)F)c1)NCCCN1CCCC1=O | -32 | -7 | 2 | 2 | 0 | -9 | -15[20 µM] | -1 | 0
C=CCSc1nc2nc(C)cc(C)n2n1 | -13 | -9 | 0 | -8 | -5 | 1 | -27 | 5 | 3
O=C(CSc1ccc(Cl)cc1)Nc1ccc(-c2nc3ccccc3[nH]2)cc1 | -34 | -10 | -6 | -25 | -13 | 6 | -26 | 6 | -11
CN(C)C(=S)Nc1cccc(-c2n[nH]c(=S)o2)c1 | -31 | -6 | 4 | 6 | -2 | 2 | -38 | 4 | 3
O=C(O)CCc1ccc(-c2cccs2)n1-c1ccc(C(=O)O)cc1 | 13 | -12 | 24 | -5 | -4 | -17 | -27 | -10 | 30
Cc1ccc(C2NC(=O)NC3=C2CCc2ccccc23)cc1 (stereo not given) | -88 | 2 | 4 | -21 | -4 | 1 | -12 | 4 | 5
O=C(NCCc1cnn(-c2ccccc2)c1)c1cc(COc2c(F)cccc2F)on1 | -22 | -9 | -4 | 12 | 1 | -6 | -26 | -1 | -2

This is a random part of the collection. Share with any hit: about 2.7%.
